ARNT-TACC3 inh: ARNT/TACC3 interaction disruption; AlphaScreen His-ARNT PAS-B/GST-TACC3 binding, luminescence; TACC3 fragment carries E629A point mutation; Q9Y6A5; actives 0.66% (n = 390,000); inhibition, % at 9.99 µM;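 active = mean inhibition of replicates at least 50% and at least half of replicates each reaching 50%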;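 note: 0% = complete ARNT plus TACC3 wells and 100% = ARNT alone without TACC3; many hits fall short of the cut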
LGR2 antag: Drosophila LGR2 receptor signaling inhibition; inhibition, % at 9.99 µM; actives 0.35% (n = 380,000); HEK293 LGR2, CRE-luciferase, bursicon-stimulated, 4 h;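 active = drop in luminescence signal, shown as inhibition above about 50% in the replicate tests, limit read from the data, passing the limit was not always enough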;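 note: agonist challenge used bursicon conditioned medium at about half maximal strength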
PglD DTNB: PglD (C. jejuni) enzyme inhibition; purified PglD enzyme, DTNB colorimetric CoA detection; inhibition, % at 12.5 µM; actives 0.098% (n = 360,000); AID 602405; in the data active = inhibition above about 16%, passing the limit was not always enough; note: strong numbers were not always called active
Cneo AK release: Cryptococcus neoformans lysis via adenylate kinase release; C. neoformans lysis, adenylate kinase release luminescence, 4 h; normalised: neutral wells 0, clomiphene wells 100; lysis activity, % at 15 µM; actives 0.2% (n = 360,000); AID 651654;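 active = mean lysis activity across replicates of at least 80%, whatever share of replicates individually reach that level; inactive = mean lysis activity below 80%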
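Assay system: Cryptococcus neoformans yeast cells / Dosing: single-point compound dose / Timing: 4 h at 37 °C static, read 1 h later / Measured by: luminescence of released adenylate kinase using an AK detection reagent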
PGC1a acetyl inh: modulators of PGC1a acetylation; AID 651687; inhibition, % at 15.6 µM; U2OS PGC1a acetylation, AlphaScreen anti-acetyl-lysine; with virally co-expressed GCN5 acetyltransferase; actives 0.17% (n = 350,000);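 active = every replicate shows inhibition of at least 40%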;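 note: 0% = neutral control wells and 100% = positive control wells; some results beyond the cut were filed as inactive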
C2C12 statin: suppressors of simvastatin-induced myotoxicity in C2C12 myotubes | ATP luminescence, 48 h; scaled: DMSO 0, geranylgeraniol control 100 | rescue of ATP level, % at 7.49 µM | actives 0.78% (n = 330,000);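 active = mean ATP rescue above about 67%, or every replicate alone reaching that limit, limit read from the data, passing the limit was not always enough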;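 note: myotubes were challenged with 10 µM simvastatin during compound exposure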
PAX8 reporter: inhibitors of PAX8 transcriptional activity in RMG-I cells | RMG-I TPO-luciferase reporter, SteadyGlo, 24 h | inhibition, % at 12.6 µM | actives 1.2% (n = 360,000) | AID 652154;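 active = mean replicate inhibition at least 60% with every replicate also reaching 60%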;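 note: luciferase light reporting Pax8 driven TPO promoter activity; plate controls were median of neutral control wells for no effect and mitoxantrone controls for full effect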
INS-1E GSIS act: primary screen for activators of insulin secretion dependent on glucose, INS-1E cells, GLuc reporter luminescence; INS-1E GLuc reporter insulin secretion, 2-3 h; activation, % at 16.6 µM; actives 0.61% (n = 370,000); AID 743287;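 active = lowest replicate activation of at least 40%, so every replicate reaches that level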;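 note: 0% = median of neutral control wells and 100% = median of IBMX positive control wells; some compounds called inactive have numbers as strong as hits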
* marks the source's active call; other numbers are inactive results; nt = not tested or not shown; & = joins results of further samples.

SMILES	ARNT-TACC3 inh	LGR2 antag	PglD DTNB	Cneo AK release	PGC1a acetyl inh	C2C12 statin	PAX8 reporter	INS-1E GSIS act
CCCNC(=O)N1C[C@H](O)COC[C@@H]2O[C@@H](CC(=O)NCc3ccc(Cl)c(Cl)c3)CC[C@H]21	10	12	0	-3	-1	5	-8	-3
CN1CCN(C(=O)C[C@H]2CC[C@@H]3[C@H](COC[C@@H](O)CN3S(=O)(=O)c3cccc(Cl)c3)O2)CC1	-12	-3	0	0	-4	10	-10	13
O=C(CC(F)(F)F)N1C[C@@H]2[C@H](c3ccccc31)[C@H](CO)N2CC1CCCCC1	5	13	34	-4	-45	2	16	-2
C[C@@H](NC(=O)[C@@H]1[C@@H](CO)[C@@H]2Cn3c(cccc3=O)[C@@H]2N1CC1CC1)c1ccccc1	6	-2	0	-3	nt	0	nt	-6
CCN(CC(=O)Nc1ccccc1C(F)(F)F)C(=O)c1ccc(-n2nc(C)c(CCC(=O)OC)c2C)cc1	1	4	2	1	3	1	5	-12
CCOC(=O)CSc1nnc(-c2ccc(NS(=O)(=O)c3ccc(C)cc3)cc2)o1	2	nt	0	-4	0	5	7	nt
COC(=O)COc1cccc(NC(=O)c2cccs2)c1	nt	nt	1	2	-11	0	-21	nt
CS(=O)(=O)N1CCCC(C(=O)NCCCN2CCC(Cc3ccccc3)CC2)C1 (stereo unspecified)	-1	nt	0	2	2	8	nt	nt
C[C@@H]1CN([C@H](C)CO)C(=O)c2cc(NC(=O)Cc3ccccc3)ccc2O[C@@H]1CN(C)Cc1ccc(C(=O)O)cc1	-19	1	-3	2	-2	15	-31	13
Cc1ccc(-c2nnc3c(C(F)(F)F)nc4ccccc4n23)cc1	0	-4	nt	nt	0	nt	nt	8
Cc1ccc(C(=O)NCc2ccco2)cc1S(=O)(=O)N1CCOCC1	0	nt	-2	-1	-3	13	9	nt
c1ccc2c(-c3ccncc3)c[nH]c2c1	10	13	0	5	8	-4	nt	18
CCCCN(CC)CCNC(=O)c1cc2c(=O)[nH]c3ccccc3c2s1	2	-7	-1	1	-12	-5	-25	17
CCC(C)(C)C1CCc2[nH]nc(C(=O)NC3CCCC3)c2C1 (stereo unspecified)	-2	nt	1	1	12	3	-41	nt
COC(=O)C1=C(C(=O)OC)[C@@H]2N(C)c3ccccc3[C@@]23C[C@@H](C(=O)OC)N(C(=O)CC(C)C)C3=N1	8	6	4	-2	nt	5	24	-16
O=C(c1ccc(Cl)cc1)c1cnc(-c2ccc(Cl)cc2)s1	-12	nt	6	-1	10	2	-16	nt
O=C(NCCN1CCCC1=O)C1CCC(=O)N(CCc2cccc(F)c2)C1 (stereo unspecified)	-1	-14	-3	-1	-13	-13	7	14
CCN(CC(=O)N1CCN(Cc2ccccc2)CC1)S(=O)(=O)c1ccc(F)cc1	-2	21	-3	-5	3	12	4	-3
OC[C@@H]1[C@@H](c2ccc(F)cc2)C(c2cccc(Cl)c2)=NN1c1ccccc1	-90	7	-1	-1	3	-3	15	28
O=C(C1COc2ccccc2O1)N1CCc2ccccc2C1 (stereo unspecified)	-16	nt	2	-1	35	14	nt	nt
COC(=O)C1=C(C)N(CCc2c[nH]c3ccc(OC)cc23)C(=O)C1	4	3	nt	nt	0	nt	12	-26
CCOC(=O)C1CCN(C(=O)c2ccc(OCC(=O)Nc3cccc(C(F)(F)F)c3)c(OC)c2)CC1	0	26	nt	nt	nt	nt	31	-28
COCOCCn1cc(CN2CCS(=O)(=O)N(Cc3ccc(-c4cccc(N(C)C)c4)cc3)C(CC(C)C)C2=O)nn1 (stereo unspecified)	nt	13	-1	0	-7	-5	-2	-4
Cn1c(=O)n(C)c2cc(N3CCOCC3)c(NC(=O)c3cccc(Cl)c3)cc21	2	-8	-1	-1	nt	-11	-4	-13
C[C@H](NC(=O)c1nc[nH]c1C(=O)N[C@@H](CCCCN)C(=O)OC(C)(C)C)C(=O)OC(C)(C)C	0	nt	-2	5	5	17	-8	nt
COc1ccccc1CCNC(=O)c1ccc(Br)s1	nt	-24	-3	0	nt	nt	-53	4
CSc1sc(C(=O)O)c(C)c1C(C)=O	-3	nt	4	0	-8	nt	nt	nt
COc1cccc(C(=O)NNC(=O)c2cccnc2)c1	-27	11	8	-2	-29	-4	-28	7
O=C(O)C1=C[C@H](C2CC2)C[C@H](OCc2ccc(CO)cc2)O1	0	2	3	-1&4	-6&5	3	-50&-6	-3
COc1cc2[nH]c(=S)n(Cc3ccco3)c(=O)c2cc1OC	7	8	0	-1	-5	4	nt	8
C[C@H](CO)N1C[C@H](C)[C@@H](CN(C)C(=O)Nc2cccc3ccccc23)Oc2ccc(NC(=O)c3ccncc3)cc2C1=O	-6	-27	-4	-9	-3	-20	-12	4
CC1CCN(CC(O)COc2ccc(-c3ccccc3)cc2)CC1 (stereo unspecified)	-14	-6	-3	-8	6	17	14	12
CCOc1cc(C(=O)NCC(=O)N/N=C/c2sccc2C)cc(OCC)c1OCC	-2	6	-1	2	12	4	-6	-4
CCn1c(SCC(=O)Nc2cc(C)on2)nnc1-c1ccco1	nt	nt	4	6	5	nt	-17	nt
Cc1cc(C)c(NC(=O)CNC(=O)COC(=O)Cc2cccs2)c(C)c1	-4	-9	-1	-2	nt	3	-5	-13
C[C@@H]1CN([C@H](C)CO)C(=O)c2cc(C#CC3(O)CCCC3)cnc2O[C@H]1CN(C)Cc1ccncc1	-3	4	1	-1	-4	-4	-9	4
COc1ccc(-c2cc(C(=O)Nc3cc(C)on3)c3ccccc3n2)c(OC)c1	0	-3	5	1	-4	nt	15	8
C[C@H](CO)N1C[C@H](C)[C@H](CN(C)Cc2ccncc2)OCCCC[C@H](C)Oc2ccc(NC(=O)CCC(F)(F)F)cc2C1=O	-7	-8	-2	-1	4	-5	5	-2
CCOC(=O)C1CCCN(C(=O)c2cc(S(=O)(=O)N3CCCCC3)ccc2Cl)C1 (stereo unspecified)	-6	5	5	-2	nt	3	3	-14
COc1ccccc1C#Cc1cnc2c(c1)C(=O)N([C@H](C)CO)C[C@@H](C)[C@@H](CN(C)C(C)=O)O2	-1	-35	2	2	3	-19	nt	24
Clc1ccc2nc3c4ccccc4cnn3c2c1	-20	-112	nt	nt	nt	nt	-64	6
Cc1cc(=O)[nH]c(SCC(=O)NC2CCCCCC2)n1	-2	-9	1	0	12	72*	3	25
Cc1ccc(C(=O)NCC(=O)OCC(=O)N2CC(C)OC(C)C2)cc1 (stereo unspecified)	-8	-13	1	-1	nt	2	-8	7
O=C(CCCSc1nc2ccccc2s1)NC1=NCCS1	2	nt	4	-1	4	3	12	nt
Cc1ccc(NC(=O)c2cc(S(=O)(=O)N(C)C)ccc2N2CCCC2)cc1F	3	-2	0	-1	-10	nt	26	-2
Cc1cccc(NC(=O)/C(=C/c2cccc([N+](=O)[O-])c2)NC(=O)c2cccs2)c1	11	-3	nt	nt	nt	nt	-2	0
COc1ccc(CN(C)C(=O)COc2cccc(-n3cnnn3)c2)cc1OC	-1	-7	-6	0	3	7	-19	41*
Cc1cc(C(=O)COC(=O)c2ccc(O)cc2O)c(C)n1-c1ccccc1	-2	nt	2	-8	nt	-11	-138	nt
CCCCn1c(N)c(N(C)C(=O)c2cc3c(s2)CCCCC3)c(=O)[nH]c1=O	-2	9	0	0	3	-3	-17	12
N#CCCN(C1CCCCC1)S(=O)(=O)CCOc1ccccc1	-1	nt	2	1	-14	nt	nt	nt
COc1cc(C(=O)OC(C)C(=O)NCC2CCCCC2)cc(NC(=O)c2ccco2)c1OC (stereo unspecified)	1	nt	nt	-3	-6	nt	-31	nt
COc1ccc(NC(=O)N(C)C[C@H]2Oc3ccc(NC(=O)CCC(F)(F)F)cc3C(=O)N([C@H](C)CO)C[C@@H]2C)cc1	9&-1	-1&-3	5&21	1&-7	-3&0	-13&24	-17&-16	-5&16
Cc1ccc(-c2nc(CSCC(=O)NC3CCN(Cc4ccccc4)CC3)c(C)o2)cc1	3	-5	0	8	5	1	27	-15
CC(C)CN1C(=O)C(=O)N(CC(=O)N2CCN(c3ccccc3)CC2)C1=O	-2	-1	nt	nt	nt	nt	-11	20
O=C1O[C@@H](c2ccccc2)[C@@H](c2ccccc2)N2[C@@H](c3ccc(OCCO)cc3)[C@]3(C(=O)Nc4ccc(C#CC5(O)CCCCCC5)cc43)[C@@H](C(=O)N3CCCCCCC3)[C@H]12	22	nt	2	1	6	nt	nt	nt
CCn1ncc(CN2CCCC(C(=O)Nc3cccc(-c4cc5ccccc5[nH]4)c3)C2)c1C (stereo unspecified)	15	-2	4	3	-28	-16	17	-54
O=C(O)CCCC(=O)Nc1cccc([N+](=O)[O-])c1	-4	5	nt	nt	nt	nt	-3	1
CCOC(=O)C1=CC[C@@H](c2ccncc2)N(S(=O)(=O)c2ccc(C)cc2)C1	nt	0	-3	1	-5	12	-74	12
CC(=O)Nc1ccc(S(=O)(=O)NCc2csc(C)n2)cc1	-8	nt	-1	0	-3	22	nt	nt
C[C@H](CO)N1C[C@H](C)[C@@H](CN(C)Cc2ccc(C(F)(F)F)cc2)Oc2ccc(NC(=O)C3CCCCC3)cc2CC1=O	12	-6	-7	2	-5	71*	-14	-26

Complete entries as entered above:
O=C(O)CCCC(=O)Nc1cccc([N+](=O)[O-])c1 reads ARNT-TACC3 inh: -4; LGR2 antag: 5; PglD DTNB: nt; Cneo AK release: nt; PGC1a acetyl inh: nt; C2C12 statin: nt; PAX8 reporter: -3; INS-1E GSIS act: 1
C[C@H](CO)N1C[C@H](C)[C@@H](CN(C)Cc2ccc(C(F)(F)F)cc2)Oc2ccc(NC(=O)C3CCCCC3)cc2CC1=O reads ARNT-TACC3 inh: 12; LGR2 antag: -6; PglD DTNB: -7; Cneo AK release: 2; PGC1a acetyl inh: -5; C2C12 statin: 71*; PAX8 reporter: -14; INS-1E GSIS act: -26

Additional records:
SMILES	ARNT-TACC3 inh	LGR2 antag	PglD DTNB	Cneo AK release	PGC1a acetyl inh	C2C12 statin	PAX8 reporter	INS-1E GSIS act
C[C@@H]1CN([C@H](C)CO)C(=O)c2cc(C#CCc3ccccc3)cnc2O[C@H]1CN(C)Cc1ccc(C(=O)O)cc1	13	-2	8	3	-3	3	5	24
C[C@H]1CN([C@@H](C)CO)C(=O)Cc2cc(N(C)C)ccc2O[C@@H]1CN(C)Cc1ccncc1	3	10	-4	6	3	-5	-12	26
CC(=O)Nc1ccc(-c2ccnc3c2CC(C(=O)Nc2cccnc2)O3)cc1 (stereo unspecified)	nt	10	1	-1	3	-5	1	9
CSc1nc(C)cc(OCC(=O)n2nc(C)cc2C)n1	4	-4	nt	nt	28	-1	nt	16
CC(C)CC(=O)/C=C/n1c(=S)oc2ccccc21	nt	-28	-7	0	6	-6	-10	4
COc1cc(OC)nc(Nc2nc(C(N)c3ccccc3)cs2)n1 (stereo unspecified)	nt	0	0	0	nt	-6	10	nt
CS(=O)(=O)N1CC2(C1)[C@H](c1ccccc1)[C@@H](CO)N2C(=O)C1CCC1	nt	20	nt	nt	10	nt	-7	1
c1ccc2[nH]c(CSc3nc4ccccc4s3)nc2c1	5	nt	-5	4	nt	-73	nt	nt
CCC(O)c1cc2c(cc1NC(=O)c1ccc(C)cc1)OCCO2 (stereo unspecified)	23	1	-1	-3	0	nt	nt	20
COc1ccc(OC)c(C(Nc2ccccc2)P(=O)(OC(C)C)OC(C)C)c1 (stereo unspecified)	nt	-2	0	0	3	9	26	-30
CCOc1ccc(-c2nnn(CC(=O)NCc3ccco3)n2)cc1OCC	-3	nt	0	-23	-3	8	nt	nt
CCOc1ccc(-c2nnc3ccc(SCC(=O)N4CCCCC4)nn23)cc1	-1	11	1	-1	7	7	8	nt
C#CCOc1ccc(C2C(C#N)=C(N)Oc3cc(O)ccc32)cc1 (stereo unspecified)	-7	6	-3	1	-17	13	11	2
